Compound activity (PubChem)
Lamin A splicing – modulators of lamin A splicing; HeLa LMNA splicing GFP/RFP minigene ratio, 48 h; Potency, µM (doses to about 46.1 µM), for the others: top-dose ratio change, negative = inhibition, actives largely listed as inhibitors; 200,000 tested, 0.01% active; AID 1487; active means well fitted inhibition curve with a large enough effect in the signal ratio, with a control signal flat, not every such curve was filed as active; inconclusive means small, poorly fitted or top-dose-only effect, or effect the other way, or a change in a side signal; the % refers to the signal ratio; further: potency means the concentration at half of the fitted maximal effect; on the % scale 0 is the no-effect control and ±100 the full control effect
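S3 HeLa cells stably expressing lamin A-EGFP splicing minigene plus DsRed2, 600 cells/well, 48 h compound exposure at 37C. Laser-scanning cytometry; analysed as GFP (500-530 nm)/RFP (575-640 nm) total intensity ratio; 0.5% DMSO vehicle.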
HTT aggregate – reduces HttQ103-GFP aggregates in PC12 cells; Potency, µM (top dose mostly 46.1 µM), for the others: at the top dose activity change, negative = inhibition, actives largely listed as inhibitors; AID 1688; 220,000 tested, 1.1% active; PC12 HttQ103-GFP aggregates, Acumen cytometry, 40 h; further: potency means the concentration at half of the fitted maximal effect; on the % scale 0 is the no-effect control and ±100 the full control effect; nearly all actives have a fitted effect of over 60% in size
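Steps: seed 1500 PC12 HTTQ103-GFP cells/well; add tebufenozide, 100 nM final; add compound titration; add ATPLite reagent; quantify GFP aggregates by laser scanning cytometry.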
GAA inh – alpha-glucosidase (human) inhibition | P10253 | purified human GAA, 4-MU-alpha-glucoside fluorescence | Potency, µM (top dose mostly 76.9 µM), without a hit: top-dose activity change, negative = inhibition, actives largely listed as inhibitors | 200,000 tested, 0.005% active | AID 1466;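 further: potency means the concentration at half of the fitted maximal effect; plate controls were uninhibited enzyme wells for no effect and no-enzyme background for full effect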
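qHTS format, compound range up to 77 uM. Human lysosomal enzyme at 4 nM, 400 uM 4-MU glucoside substrate, pH 5.0, 20 min room temperature; fluorescence after alkaline stop gives activity normalized to controls.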
GAA glycogen mod – alters human alpha-glucosidase cleavage of glycogen; recombinant GAA, glycogen substrate, Amplex Red glucose oxidase fluorescence; Potency, µM (highest dose often 76.4 µM), inactives show top-dose activity change, negative = inhibition, most hits filed as inhibitors; 300,000 tested, 0.38% active;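 further: potency means the concentration at half of the fitted maximal effect; 0% = full enzyme reaction and -100% = no-enzyme basal signal; the screen sought inhibitors and activators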
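Natural-substrate format: glycogen cleavage by 4 nM human enzyme, glucose read by Amplex Red coupling (Ex 573, Em 610 nm). Normalized to enzyme and no-enzyme controls.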
aGlu spleen mod – inhibitors or activators of human alpha-glucosidase in spleen homogenate | human spleen homogenate, 4-MU-alpha-glucoside fluorescence | P10253 | 240,000 tested, 0.006% active | Potency, µM (doses to about 79.9 µM), for inactives: at the highest dose activity change, negative = inhibition, most hits filed as inhibitors;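 further: potency means the concentration at half of the fitted maximal effect; 0% = enzyme with vehicle and -100% = no enzyme basal signal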
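Compounds were titrated against alpha-glucosidase in spleen homogenate at pH 5.0, with 1 mM 4-methylumbelliferyl substrate for 40 min at 37 C. Reactions were quenched with pH 10 NaOH/glycine and fluorescence measured.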
CBFb RUNX1 block – inhibitors of human CBF-beta and RUNX1 interaction; Q01196+Q13951; AlphaScreen CBFb-His/RUNX1-biotin binding, biochemical; Potency, µM (titrated, usually from 59.8 µM), inactives show at the top dose activity, negative = inhibition, actives largely listed as inhibitors; 230,000 tested, under 10 active; AID 1477; further: % of control where 0% means no effect
Target sequence (Q01196 whole entry, looked up): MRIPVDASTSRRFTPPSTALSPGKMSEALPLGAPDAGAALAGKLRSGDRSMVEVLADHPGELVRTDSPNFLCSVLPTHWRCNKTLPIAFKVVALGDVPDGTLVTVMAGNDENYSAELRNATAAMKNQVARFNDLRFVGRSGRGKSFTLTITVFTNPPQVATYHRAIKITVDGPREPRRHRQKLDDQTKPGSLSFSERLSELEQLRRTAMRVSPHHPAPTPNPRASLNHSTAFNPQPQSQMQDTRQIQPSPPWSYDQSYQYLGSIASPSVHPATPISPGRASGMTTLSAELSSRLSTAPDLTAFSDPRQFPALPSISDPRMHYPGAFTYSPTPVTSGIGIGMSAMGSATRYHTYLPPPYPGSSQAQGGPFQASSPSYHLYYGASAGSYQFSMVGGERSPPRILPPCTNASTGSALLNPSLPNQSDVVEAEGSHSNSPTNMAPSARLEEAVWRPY
Target sequence (Q13951 whole entry, looked up): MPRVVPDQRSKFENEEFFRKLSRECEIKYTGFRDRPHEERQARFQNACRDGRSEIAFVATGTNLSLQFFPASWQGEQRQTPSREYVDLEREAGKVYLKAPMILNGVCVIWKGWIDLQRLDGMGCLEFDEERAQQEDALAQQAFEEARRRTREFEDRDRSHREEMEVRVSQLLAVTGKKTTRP
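AlphaScreen binding: CBFb-His and RUNX1-biotin (30 nM each) preincubated 20 min, compound added for 15 min, then nickel and streptavidin beads for 90 min, all at room temperature. Disruption of the interaction by any mechanism counts as activity.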
HTT cytoprotect – cytoprotection in Huntington HTT-Q103 PC12 cell model; PC12 HTT-Q103 induced, cytoprotection, ATP luminescence, 40 h; Potency, µM (highest dose often 56.4 µM), inactives show cytoprotection (ATP increase), actives largely listed as activators; 230,000 tested, 0.14% active; AID 1471;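 further: potency means the concentration at half of the fitted maximal effect; % of control where 0% means no effect; nearly all actives have a fitted effect of over 45% in size; toxic huntingtin expression switched on by the ecdysone agonist tebufenozide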
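Stable PC12 Q103-GFP cells in serum-supplemented, phenol red-free DMEM; induction by tebufenozide at 100 nM final; compound dose series; cell viability quantified luminescently from ATP.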
Numbers without * were called inactive; ? = inconclusive; · = not tested or not shown; & = joins results of further samples; [ ] = remark or other dose. Unless noted, the call rests on the fitted dose curve; in most records, active means well fitted curve in the direction sought with a large enough effect; inconclusive means small, poorly fitted or top-dose-only effect, or another doubt; inactive means no such curve, though single readings can be large; an effect the other way counts as inactive or inconclusive.

nr	SMILES	CBFb RUNX1 block	HTT aggregate	Lamin A splicing	GAA inh	GAA glycogen mod	aGlu spleen mod	HTT cytoprotect
1	CCCCNC(=O)CCn1c(=O)c2ccccc2n(CC(=O)Nc2ccccc2OCC)c1=O	13%	1%	8%	2%	1%	-2%	0%
2	Cc1ccc(CNC(=O)C2(CC(C)C)C=CCN2C(=O)c2ccccc2)o1 (stereo not drawn)	8%	·	·	·	·	-2%	19%
3	CN(Cc1ccccc1)C(=O)CN(c1ccc(F)cc1)S(=O)(=O)c1ccc2c(c1)OCCO2	-8%	-4%	-6%	-1%	-12%	-4%	7%[10 µM]
4	COc1ccc(C(=O)O)cc1Nc1cc(C)nc2ncnn12	1%	-8%	0%	0%	11%	7%	3%
5	c1ccc(-c2nc(-c3ccccc3)c(NC3CCCCC3)o2)cc1	-9%	·	·	·	·	-3%	28%
6	O=C(N1CCCCC1)N1CCN(C(=O)N2CCCCC2)CC1	5%	-12%	23%[46 µM]	6%	0%	6%	-40%[inhibitor]
7	O=c1nc(N/N=C/c2c[nH]c3ccccc23)cn[nH]1	-16%	-11%[9.22 µM]	·	·	-6%	-11%	28%[10 µM]
8	CCn1c(C)nc2cc(C(=O)N=Nc3c(O)[nH]c4ccccc34)ccc21	-12%	-3%	-6%	5%	8%	-2%	-21%[10 µM]

Another view of two compounds above:
Each structure is followed by: CBFb RUNX1 block | HTT aggregate | Lamin A splicing | GAA inh | GAA glycogen mod | aGlu spleen mod | HTT cytoprotect
(4) COc1ccc(C(=O)O)cc1Nc1cc(C)nc2ncnn12
  1% | -8% | 0% | 0% | 11% | 7% | 3%
(2) Cc1ccc(CNC(=O)C2(CC(C)C)C=CCN2C(=O)c2ccccc2)o1 (stereo not drawn)
  8% | · | · | · | · | -2% | 19%

Other results.
nr	SMILES	CBFb RUNX1 block	HTT aggregate	Lamin A splicing	GAA inh	GAA glycogen mod	aGlu spleen mod	HTT cytoprotect
9	CC1(C)CC(=O)C(C=Nc2cccnc2)=C(O)C1	-4%	?	15%	-8%	3%	-5%	-44%[inhibitor]
10	Cc1ccc(C)c(N=C2CCCN2Cc2ccccc2)c1C#N	-3%	16%	?	2%	-4%	-4%	9%[10 µM]
11	CCOP(=O)(OCC)C(NC(=O)C(F)(F)F)c1ccccc1 (stereo not drawn)	-5%	26%	-12%	-3%	-1%	0%	-14%[10 µM]
12	CC(OC(=O)c1cccs1)C(=O)NCC1CCCO1 (stereo not drawn)	14%	-2%	14%	0%	5%	0%	10%
13	NCCS(=O)(=O)NC1CCCCC1	1%	8%[9.22 µM]	·	3%	3%	-9%	8%[10 µM]
14	CCOC(=O)c1c(C)cc(O)cc1O	13%	·	·	·	·	2%	-49%[inhibitor]
15	Cc1ccc(S(=O)(=O)NC(C)(C)CSc2nncn2N)cc1	3%	2.8µM*	-3%	-7%	1%	-7%	?
16	CCN(CC)c1ccc([N+](=O)[O-])cc1/C=N/NC(=O)CC#N	-4%	-24%	6%	-9%	-4%	1%	·

4 entries from above, set out differently:
#11 CCOP(=O)(OCC)C(NC(=O)C(F)(F)F)c1ccccc1 (stereo not drawn)
- CBFb RUNX1 block = -5%
- HTT aggregate = 26%
- Lamin A splicing = -12%
- GAA inh = -3%
- GAA glycogen mod = -1%
- aGlu spleen mod = 0%
- HTT cytoprotect = -14%[10 µM]

#15 Cc1ccc(S(=O)(=O)NC(C)(C)CSc2nncn2N)cc1
- CBFb RUNX1 block = 3%
- HTT aggregate = 2.8µM*
- Lamin A splicing = -3%
- GAA inh = -7%
- GAA glycogen mod = 1%
- aGlu spleen mod = -7%
- HTT cytoprotect = ?

#10 Cc1ccc(C)c(N=C2CCCN2Cc2ccccc2)c1C#N
- CBFb RUNX1 block = -3%
- HTT aggregate = 16%
- Lamin A splicing = ?
- GAA inh = 2%
- GAA glycogen mod = -4%
- aGlu spleen mod = -4%
- HTT cytoprotect = 9%[10 µM]

#9 CC1(C)CC(=O)C(C=Nc2cccnc2)=C(O)C1
- CBFb RUNX1 block = -4%
- HTT aggregate = ?
- Lamin A splicing = 15%
- GAA inh = -8%
- GAA glycogen mod = 3%
- aGlu spleen mod = -5%
- HTT cytoprotect = -44%[inhibitor]

The results go on.
nr	SMILES	CBFb RUNX1 block	HTT aggregate	Lamin A splicing	GAA inh	GAA glycogen mod	aGlu spleen mod	HTT cytoprotect
17	CC1=NN(c2ccccc2)C(=O)C1C=Nc1ccccc1O (stereo not drawn)	-10%	-21%[9.22 µM]	·	1%[15.4 µM]	-17%	-3%	-36%[10 µM]
18	Cc1onc(-c2ccccc2)c1-c1n[nH]c(=S)n1-c1ccc(C(=O)O)cc1	2%	-13%	10%	-1%	-12%	-3%	-7%
19	Cn1nc(C(F)(F)F)c2cc(C(=O)O)sc21	3%	-11%	10%[46 µM]	-8%	5%	1%	-11%
20	Cc1cc(C(=O)NCC(=O)OCC(=O)N(C)C2CCCCC2)ccc1[N+](=O)[O-]	0%	3%	4%	4%	-2%	9%	-14%[10 µM]
21	CC(=O)C1=C(O)C(=O)N(c2ccc(S(N)(=O)=O)cc2)C1c1cccc([N+](=O)[O-])c1 (stereo not drawn)	14%	0%[9.22 µM]	·	-9%	1%	-7%	4%[10 µM]
22	CCOC(=O)c1ccc2c(c1)nc(SCC(=O)N1CCOCC1)n2CC	2%	11%	?	0%	-8%	-4%	1%[10 µM]
23	O=C(NCCNC(=O)c1cc(OCC(F)(F)F)ccc1OCC(F)(F)F)Nc1ccccc1	1%	2%	7%	-4%	-2%	-10%	-23%
24	CN(C)C=NC(=O)/C(C#N)=C1\CCc2ccccc2N1	3%	?	1%	-1%	6%	-2%	28%
25	O=C(COc1ccccc1)n1nc(-c2ccc(Cl)cc2)nc1NCc1ccco1	-4%	-12%	-25%	-1%	-10%	-1%	-17%[10 µM]
26	CC(=O)c1ccc(N/N=C(/C(N)=O)C2=NC(C)(C)Cc3ccccc32)cc1	?	11µM*	?	-8%	11%	-13%	-21%[10 µM]
27	Cc1[nH]c2ccccc2c1SCC(=O)N1CCCCCC1	7%	5%	·	-9%	3%	-1%	·
28	CS(=O)(=O)Oc1ccc(/C=N/NC(=O)c2ccncc2)cc1	-18%	?	0%	-2%	-2%	9%	-6%[10 µM]
29	CCc1nc(C)cn1S(=O)(=O)c1cc(C)c(OC)cc1C	-1%	-7%	1%	-5%	-6%	2%	-20%
30	Cc1onc(C(=O)N2CCOCC2)c1[N+](=O)[O-]	-1%	18%	20%[46 µM]	1%	8%	4%	?
31	Cc1cc2ncn(CCCCOc3ccccc3)c2cc1C	0%	11µM*	?	-5%	9%[76.3 µM]	-8%	-1%
32	COCCn1c(SCC(=O)NCc2ccco2)nnc1C(C)C	-1%	-3%	-1%	3%	3%	0%	-10%[10 µM]
33	CC1CCc2c(sc3nc(CN4CCOCC4)nc(NS(=O)(=O)c4cccc([N+](=O)[O-])c4)c23)C1 (stereo not drawn)	-9%	?	-8%	-5%	-3%	-5%	-23%
34	COC(=O)c1ccc(Sc2ccccn2)c([N+](=O)[O-])c1	-5%	-1%	4%	-6%	10%	-7%	11%[10 µM]
35	Cc1cc(C)c(C#N)c(Oc2ccc(F)cc2)n1	6%	-8%	3%	3%	-10%	-1%	1%
36	Cc1cc(C)c(S(=O)(=O)c2ccccc2)c(OC(=O)c2c(Cl)cccc2Cl)n1	2%	-12%	-12%	-1%	-14%	4%	3%[10 µM]
37	CCn1c(CSc2nccn2C)nc2cc(C(=O)O)ccc21	23%	9%	1%	?	-18%	3%	-11%
38	COC(=O)c1ccc[n+](CC(=O)c2ccc(Br)cc2)c1	1%	-2%	3%	8%	10%	-12%	·
39	CSC1=C(C#N)C(c2ccc3c(c2)OCO3)C2=C(CCCC2=O)N1 (stereo not drawn)	-1%	?	-12%	-8%	-6%	-4%	-28%[10 µM]
40	O=C(Cc1ncn[nH]1)NCCc1ccccc1	-2%	-4%	6%	-2%[15.4 µM]	11%	-1%	31%

3 structures from above, ordered by molar mass, descending:
nr	SMILES	CBFb RUNX1 block	HTT aggregate	Lamin A splicing	GAA inh	GAA glycogen mod	aGlu spleen mod	HTT cytoprotect
33	CC1CCc2c(sc3nc(CN4CCOCC4)nc(NS(=O)(=O)c4cccc([N+](=O)[O-])c4)c23)C1 (stereo not drawn)	-9%	?	-8%	-5%	-3%	-5%	-23%
38	COC(=O)c1ccc[n+](CC(=O)c2ccc(Br)cc2)c1	1%	-2%	3%	8%	10%	-12%	·
40	O=C(Cc1ncn[nH]1)NCCc1ccccc1	-2%	-4%	6%	-2%[15.4 µM]	11%	-1%	31%

Further records follow.
nr	SMILES	CBFb RUNX1 block	HTT aggregate	Lamin A splicing	GAA inh	GAA glycogen mod	aGlu spleen mod	HTT cytoprotect
41	COC(=O)C(Oc1ccc2c(-c3ccc(OC)cc3)cc(=O)oc2c1)c1ccccc1 (stereo not drawn)	-1%	-2%	3%	-7%	-9%	4%	-2%[10 µM]
42	COc1ccc(S(=O)(=O)N2CCCCC2)cc1NCC(=O)Nc1ccc(C)cc1	4%	20%[9.22 µM]	·	·	-6%	-5%	-15%[10 µM]
43	CC(C)C1C(C#N)=C(N)Oc2n[nH]c(-c3ccc4ccccc4c3)c21 (stereo not drawn)	-4%	-1%	?	-3%	-14%	0%	-40%[inhibitor]
44	O=C(Cn1c(CO)nc2ccccc21)NC1CCCCCC1	12%	12%	·	-4%	0%	8%	1%[10 µM]
45	Cc1c(Br)c([N+](=O)[O-])nn1C(C)C(=O)Nc1nccs1 (stereo not drawn)	-1%	1%	-2%	0%	-1%	-10%	-14%
46	Cc1c(C2(c3c(C)n(C)n(-c4ccccc4)c3=O)C(=O)Nc3ccc(F)cc32)c(=O)n(-c2ccccc2)n1C	13%	12%	12%	12%	9%	-9%	7%
47	CCCn1nnc(NCc2ccc(OCc3cccs3)c(OC)c2)n1	5%	-2%	?	-9%	-6%	1%	17%[10 µM]
48	COC(=O)[C@@H](N)CS	-13%	13%&-1%	?	5%[15.4 µM]	0%	4%	-9%
49	COc1ccc(C2c3ccc4ccccc4c3Oc3ncn(CCCO)c(=N)c32)cc1 (stereo not drawn)	-4%	-10%[9.22 µM]	·	·	4%	-3%	-40%[10 µM]
50	CCc1cc2c(SCC(=O)N3CC(=O)Nc4ccccc43)ncnc2s1	-6%	-16%	7%	-5%	5%	-4%	-10%[10 µM]
51	COCCCn1c(SCC(=O)c2ccccc2)nc2ccccc2c1=O	-13%	-5%	10%[9.22 µM]	-9%	-1%	·	-30%[inhibitor]
